Source: PubChem BioAssay (Sanford-Burnham Center for Chemical Genomics)
Rpn11 inh: Rpn11 (PSMD14) deubiquitinase inhibitors, primary screen, biochemical, fluorescence polarization, uHTS; 26S proteasome non-ATPase regulatory subunit 14 (Homo sapiens), O00487; human 26S proteasome, Ub4-pepOG fluorescence polarization; 20S core pre-blocked with epoxomicin; calls only at 20 µM; actives 0.59% (n = 360,000); AID 588493, 2011;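 active = inhibition at 20 µM, scaled to each plate's controls, above about 33%, limit read from the data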
Target sequence (O00487 whole entry, looked up): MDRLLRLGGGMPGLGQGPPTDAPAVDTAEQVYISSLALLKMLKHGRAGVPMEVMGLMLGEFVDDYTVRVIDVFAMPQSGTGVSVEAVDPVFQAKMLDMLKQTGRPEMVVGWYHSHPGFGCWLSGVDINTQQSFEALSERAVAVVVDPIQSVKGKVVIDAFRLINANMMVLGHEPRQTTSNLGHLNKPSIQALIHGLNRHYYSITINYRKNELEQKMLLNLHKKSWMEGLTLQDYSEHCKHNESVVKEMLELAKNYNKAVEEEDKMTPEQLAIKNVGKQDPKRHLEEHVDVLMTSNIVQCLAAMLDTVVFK
NadD block: inhibitors of S. aureus NadD, primary screen, biochemical, colorimetric, uHTS; inhibition, % at 20 µM; purified NadD enzyme, colorimetric absorbance read-out; actives 0.78% (n = 360,000); AID 602399, 2012; Nicotinate-nucleotide adenylyltransferase NadD (Staphylococcus aureus N315); in the data active = inhibition above about 26%; also: some compounds past the cut are filed as inactive
SKN-1 block: suppressors of acrylamide-induced Pgst-4::GFP reporter in worms, primary screen, SKN-1 inhibitor project, whole organism, uHTS, GFP/RFP fluorescence ratio, strain VP596 | AID 624304, 2012 | actives 0.49% (n = 360,000) | C. elegans VP596 Pgst-4::GFP/RFP ratio, 24 h | inhibition, % at 21.8 µM;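 active = interference check ratio from 0.5 to 1.5 plus GFP to RFP signal ratio inhibition reaching or exceeding a fixed threshold, cut at about 30% in these data, passing the limit was not always enough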; also: some compounds called inactive have numbers as strong as hits
DNMT1 block: human DNMT1 methyltransferase inhibitors, primary screen, biochemical, molecular beacon, fluorescence, HinP1I cleavage, uHTS. DNA (cytosine-5)-methyltransferase 1 (Homo sapiens), P26358. actives 0.83% (n = 360,000). inhibition (reported as % activation of signal), % at 10 µM; in the data active = inhibition above about 50%
CendR NRP1 mod: modulators of CendR peptide binding to NRP-1, primary screen, biochemical, fluorescence polarization, uHTS; Neuropilin-1 (Homo sapiens), O14786; FAM-RPARPAR peptide binding to NRP-1; inhibition, % at 25 µM; actives 0.85% (n = 360,000);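 active = inhibition or corrected inhibition above about 18%, plus a signal ratio from 0.5 to 1.5, limit read from the data, passing the limit was not always enough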; also: strong numbers were not always called active
MT1-MMP act inh: blockers of MT1-MMP proenzyme processing, primary screen, HT1080 RFP-PRO-GFP cells, GFP/RFP fluorescence; GFP/RFP ratio change, % at 20 µM; Matrix metalloproteinase-14 (Homo sapiens), P50281; actives 0.061% (n = 360,000); GFP/RFP ratio fluorescence, overnight; percent of plate control window, DMSO zero;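 active = GFP/RFP ratio change of at least 30% with cell ATP level not reduced by more than half and red fluorescence within 50% of control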; also: strong numbers were not always called active
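Assay system: HT1080 cells carrying an RFP-PRO-GFP reporter | Dosing: Single dose of 20 µM compound, 1% DMSO final | Incubation: Cells overnight before dosing, compound overnight, 37 °C, 5% CO2 | Evaluation: GFP/RFP fluorescence ratio | Control set: DMSO and RFP-L50D-GFP cell wells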
LMPTP inh: LMPTP phosphatase inhibitors, primary screen, biochemical, fluorescence intensity, uHTS. AID 651560, 2012. Low molecular weight phosphotyrosine protein phosphatase (Homo sapiens), P24666. actives 0.22% (n = 360,000). recombinant LMPTP-A, OMFP fluorogenic substrate. inhibition, % at 20 µM;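 active = compounds that cut the enzyme signal by at least half of the control window in the single-dose screen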;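 also: plate controls were DMSO wells with enzyme plus substrate for no effect and substrate without enzyme for full effect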
Target sequence (P24666 whole entry, looked up): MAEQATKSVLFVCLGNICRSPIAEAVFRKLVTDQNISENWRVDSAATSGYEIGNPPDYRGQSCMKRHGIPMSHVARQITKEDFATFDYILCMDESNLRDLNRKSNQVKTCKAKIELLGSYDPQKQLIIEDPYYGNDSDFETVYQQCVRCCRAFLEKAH
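Test system – LMPTP-A enzyme · Amount – LMPTP-A at 0.625 nM final in the reaction · Buffer or medium – Bis-Tris pH 6.0, DTT, detergent · Reagent – OMFP 400 µM · Doses – single 20 µM dose · Schedule – reaction 50 min, room temperature, dark · Detection – fluorescence intensity of OMFP turnover product · Evaluation – percent inhibition versus substrate-only and uninhibited controls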
Scp-1 inhibitor: Scp-1 phosphatase inhibitors, primary screen, biochemical, colorimetric, uHTS. actives 0.88% (n = 340,000). inhibition, % at 20 µM. Recombinant Scp1, phosphopeptide, malachite green phosphate absorbance. Carboxy-terminal domain RNA polymerase II polypeptide A small phosphatase 1 (Homo …;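 active = inhibition above about 50% at 20 µM, limit read from the data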;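 also: plate controls were DMSO wells with enzyme for no effect and wells lacking enzyme for full effect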
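Material: truncated SCP-1 phosphatase (76-261aa) / Buffer or medium: 50 mM Tris acetate pH 5.5, 0.005% Tween-20, 10 mM MgCl2 / Compound dosing: one concentration, 20 µM, with 1.0% DMSO / Incubation: 45 min room-temperature reaction, 5 min colour, 30 min stabiliser / Detection: colorimetric free-phosphate detection, absorbance 630 nm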
SUMO1 PPI mod: modulators of SUMO1 protein-protein interactions, primary screen, biochemical, uHTS; Small ubiquitin-related modifier 1 (Homo sapiens), P63165; SUMO1 binding to a labelled peptide, TR-FRET, 1 h; inhibition, % at 20 µM; actives 0.33% (n = 360,000); AID 602429, 2012; in the data active = inhibition above about 37%
STEP inh: STEP phosphatase inhibitors, primary screen, biochemical, fluorescence intensity, uHTS; Tyrosine-protein phosphatase non-receptor type 5 (Homo sapiens), P54829; recombinant STEP, OMFP fluorogenic substrate; inhibition, % at 20 µM; actives 0.25% (n = 360,000);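 active = inhibition at 20 µM, scaled per plate between control wells, above about 37%, limit read from the data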;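 also: 0% = DMSO with enzyme and substrate and 100% = substrate only without enzyme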
Target sequence (P54829 whole entry, looked up): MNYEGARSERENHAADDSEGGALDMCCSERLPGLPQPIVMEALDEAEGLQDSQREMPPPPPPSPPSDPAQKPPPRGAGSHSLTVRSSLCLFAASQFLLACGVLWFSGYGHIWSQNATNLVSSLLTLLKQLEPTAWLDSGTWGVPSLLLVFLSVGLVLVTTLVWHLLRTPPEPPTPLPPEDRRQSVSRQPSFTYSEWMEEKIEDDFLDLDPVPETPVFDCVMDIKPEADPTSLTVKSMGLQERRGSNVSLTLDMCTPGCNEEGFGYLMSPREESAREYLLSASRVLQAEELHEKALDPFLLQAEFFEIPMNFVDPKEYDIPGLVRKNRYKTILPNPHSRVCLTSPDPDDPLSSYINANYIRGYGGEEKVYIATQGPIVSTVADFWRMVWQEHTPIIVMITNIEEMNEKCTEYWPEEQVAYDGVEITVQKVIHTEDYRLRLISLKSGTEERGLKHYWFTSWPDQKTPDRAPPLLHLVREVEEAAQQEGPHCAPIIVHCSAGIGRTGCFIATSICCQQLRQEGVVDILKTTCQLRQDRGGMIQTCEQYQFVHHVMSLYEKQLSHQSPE
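System: STEP phosphatase, cell-free reaction; Buffer or medium: Bis-Tris pH 6.0 buffer with DTT, detergent; Incubation: 20 min at room temperature, dark; Measured by: fluorescence, 480/540 nm.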
Starred values were filed as active, the others as inactive; i = inactive; . = not tested or not shown.

STEP inh	Scp-1 inhibitor	LMPTP inh	DNMT1 block	MT1-MMP act inh	SUMO1 PPI mod	NadD block	SKN-1 block	Rpn11 inh	CendR NRP1 mod	Structure
-2	-1	-0.9	3	-2	-1	-2	-10	i	-4	Cc1[nH]c(=O)[nH]c(=O)c1S(=O)(=O)N1CCN(c2ccccc2F)CC1
1	-10	-1.8	-6	3	1	-3	-6	i	0	CCNS(=O)(=O)c1ccc(NC(=O)c2ccc(Cn3cc(Br)cn3)o2)cc1
1	0	-0.3	0	-5	3	-4	-8	i	-4	CC1CCN(C(=O)CSc2nnc(CN3CCOCC3)n2-c2ccccc2)CC1
96*	96*	81*	117*	-17	105*	33*	17	i	11	Nc1ccc(N)c(C(=O)O)c1
-1	7	0.8	5	6	4	18	0	i	-6	O=S(=O)(c1ccccc1)N1CCN(c2cc(-c3ccccc3)nc3ncnn23)CC1
-7	-10	0.7	-15	3	1	2	12	i	12	CCSC1=C(C#N)C2(CCCC2)C(C#N)=C(N)N1
-2	-1	-0.6	-3	-5	-4	1	10	i	4	CCc1noc(C)c1C(=O)OCC(=O)c1ccc(NC(C)=O)cc1F
-2	-3	-0.6	-1	2	-5	3	-2	i	-4	Cc1ccc2cc(CCNC(=O)C(C)(C)C)c(=O)[nH]c2c1
-1	-8	1.1	1	-6	0	-5	-11	i	-6	O=C(NC1CCCCC1)N1CCC(c2nc(-c3ccc(S(=O)(=O)N4CCCC4)cc3)no2)CC1
1	.	-0.6	7	7	2	-3	17	i	19	COc1ccc(C(=O)OCC(=O)NC23CC4CC(CC(C4)C2)C3)c(O)c1
2	-8	-0.8	-4	-3	-1	2	-3	i	-10	CCN(C[C@H]1N[C@@](CC)(C(=O)OC)[C@H]2C(=O)N(Cc3ccccc3)C(=O)[C@@H]12)S(=O)(=O)c1ccccc1
-4	-14	-0.4	-1	-3	-2	2	4	i	17	COc1ccc(NC(=S)Nc2cccc(Cl)c2Cl)cc1OC
-2	1	0.8	0	2	-2	-1	15	i	6	O=C(CCCC(=O)N(CC(=O)NC1CCCC1)c1cccc(F)c1)Nc1ccccn1
1	2	-2.8	1	-1	5	0	8	i	-1	CCO[C@@H]1OC(C(=O)N2CCN(C)CC2)=C[C@H](c2ccc(C(F)(F)F)cc2)[C@H]1CCCO
-1	1	0.7	2	2	3	-1	2	i	-4	COC(=O)N1CCc2c(sc(NC(=O)C3=COCCO3)c2C#N)C1
0	-4	5.3	15	3	-15	0	-8	i	-2	O=[N+]([O-])c1ccc(Cl)cc1N/N=C/c1ccncc1
-3	-5	-1.3	3	1	0	-1	-10	i	13	Cc1ccc2c(c1)N(CCCC(=O)NCc1cccnc1)C(=O)CO2
-1	-12	0.2	1	0	5	0	6	i	7	O=C(CCCNC(=O)c1ccc(Cl)cc1)Nc1cccc(S(=O)(=O)N2CCCCC2)c1
0	6	-2.7	-4	1	3	-6	3	i	7	NS(=O)(=O)c1ccc(CCNCC#Cc2ccccc2)cc1
-2	0	-2.7	1	-2	12	-1	-6	i	10	Cc1cccc(C)c1NC(=O)CNC(=O)c1ccc2c(c1)NC(=O)CS2
-2	14	-1.0	-1	.	-1	0	3	i	5	COc1ccc(N2CCN(Cc3nc4ccccc4n3C)CC2)cc1
3	0	0.6	-5	-2	7	6	-1	i	0	CC(C)Cn1c(=O)c(C(=O)N/N=C/c2cccc(F)c2)c(O)c2ccccc21
.	.	-0.6	.	1	8	11	-16	.	-4	O=C1NC[C@H](CCCCN2C[C@H](Cc3ccccc3)N(Cc3ccccc3)C(=O)C2=O)N(CCc2ccc(O)cc2)C1=O
0	0	1.6	-6	-8	4	2	-3	i	-4	COc1cc(OC)c(N(C)S(=O)(=O)c2cccc(C(=O)Nc3nc(C)cs3)c2)cc1Cl
-1	-2	-0.8	3	-2	-2	3	-1	i	-3	NC(=O)C1CCN(C(=O)/C=C/c2ccco2)CC1
-6	0	0.1	-6	2	-21	-9	27	i	17	COc1ccc(N=Cc2nc(-c3ccco3)oc2O)cc1
2	-12	0.3	0	0	4	-2	-3	i	13	COc1ccc(C(=O)OCc2ccc(C)cc2)cc1S(=O)(=O)N1CCOCC1
-2	.	3.4	12	-3	-5	-3	-2	i	-2	COc1cnc(-c2cccc(C(F)(F)F)c2)c(NC(=O)c2cc3ccccc3s2)n1
0	12	2.3	-1	4	3	5	-10	i	4	Cc1cccc(N2CCN(C(=O)c3ccc4ncsc4c3)CC2)c1C
3	-7	2.0	0	2	4	-1	13	i	5	Cc1c(Cl)cccc1NC(=S)NCCc1ccc(C(F)(F)F)cc1
5	-11	0.5	4	-1	5	1	-9	i	-3	O=C(O)Cn1c(=O)c2c3c(sc2n(Cc2ccc(Cl)cc2Cl)c1=O)CCCC3
0	8	25	1	2	-15	3	5	i	8	O=C([O-])c1ccccc1-[n+]1c(-c2ccccc2)cc(-c2ccccc2)cc1-c1ccccc1
0	-7	-1.0	-15	9	-7	-2	-9	i	2	O=C1CSC(=S)N1/N=C/c1cccc(C(F)(F)F)c1
-5	5	-1.8	2	-2	-1	13	16	i	11	CCCC[n+]1c(C)sc2ccc(C)cc21
2	-1	-0.3	-15	2	-12	-3	-6	i	-23	CC(/C=N/NC(=O)Cc1cccn1C)=C\c1ccccc1
8	-8	-0.6	4	-2	-14	0	19	i	-7	O=C(O)CN1C(=O)/C(=C\c2cccc(OC(=O)c3ccco3)c2)SC1=S
-4	.	5.2	-30	0	11	0	-5	i	-2	COc1ccc(NC(=O)c2cccc3c(-c4ccc(O)c(OC)c4)coc23)cc1
-2	-4	0.1	-2	-3	3	-1	-21	i	-1	CCOc1ccccc1NC(=O)CNC(=O)CNC(=O)Cc1ccccc1
1	-2	-0.5	6	2	2	0	-26	i	-2	O=C(CSc1nc2ccccc2o1)N1CCN(c2ccccc2)CC1
1	0	-0.2	10	1	-1	-4	15	i	9	O=C(COc1ccc(S(=O)(=O)NCc2ccccc2)cc1)N1CCOCC1
-2	-2	-0.9	-3	0	-2	0	-6	i	2	COc1cccc(-c2nnc(SCC(=O)Nc3ccc(OC)c(OC)c3)n2N)c1
2	-11	-10	-2	0	-27	3	3	i	-14	CCOC(=O)CSc1nc2cc(S(=O)(=O)N3CCOCC3)ccc2n1CC
1	-5	-1.3	4	-2	3	0	11	i	2	CCc1cc2c(=O)c(Oc3ccccc3)c(C)oc2cc1O
-2	-3	-0.7	1	-1	2	-2	20	i	4	CC1(C)Cc2c(cnn2-c2cccc(F)c2)C(NC(=O)Cn2cccn2)C1 (stereo not drawn)
2	-9	-1.4	2	0	0	1	-12	i	1	O=C(CSc1nnc(-c2cccnc2)o1)Nc1nccs1
-5	3	-0.4	-4	3	-5	-7	-8	i	-11	Cc1c(C#N)c2ccccc2n1CC(=O)NCc1ccccc1
-2	-7	0.4	-1	1	3	-5	3	i	7	Cc1ccc(C)c(NC(=O)COC(=O)CC2CC3CCC2C3)c1 (stereo not drawn)
-1	.	3.3	-7	-7	-11	11	11	i	-2	Cc1ccc(Cc2c(-c3ccc(C)cc3)nc3c(C)cc(Br)cn23)cc1

Just SUMO1 PPI mod (2 entries from above):
SMILES	SUMO1 PPI mod
CCOC(=O)CSc1nc2cc(S(=O)(=O)N3CCOCC3)ccc2n1CC	-27
CCc1cc2c(=O)c(Oc3ccccc3)c(C)oc2cc1O	3

Remaining list, next part:
STEP inh	Scp-1 inhibitor	LMPTP inh	DNMT1 block	MT1-MMP act inh	SUMO1 PPI mod	NadD block	SKN-1 block	Rpn11 inh	CendR NRP1 mod	Structure
-1	-6	-1.9	-4	-1	4	0	-1	i	4	CCCNC(=O)[C@@H]1CCCN1C(=O)[C@@H]1Cc2ccccc2CN1
-3	0	-2.3	1	5	-4	-4	-1	i	8	Cc1c(NC(=O)c2cc(-c3ccccc3)on2)c(=O)n(-c2ccccc2)n1C
-2	-11	-0.6	4	1	-16	-6	16	i	3	O=C1c2ccccc2C(=O)c2cc(NC(=O)C3CC3)ccc21
-2	0	-5.8	-1	-3	-21	2	2	i	10	Nc1cccc(Oc2ccc3c(c2)C(=O)NC3=O)c1
0	-3	1.0	0	10	-16	0	18	i	15	CCCCC(C)Sc1nc2c([nH]1)c(=S)n(C)c(=O)n2C (stereo not drawn)
-4	0	-1.3	7	0	0	0	0	i	1	O=C(CC1NC2CCCCC2NC1=O)Nc1cccc(C(F)(F)F)c1 (stereo not drawn)
-3	7	-0.3	-18	-4	12	1	18	i	10	Cc1cc(OC(=O)c2c(C)cc(O)cc2O)cc(O)c1C(=O)O
-1	3	-0.5	9	1	-1	3	5	i	-2	CCCCNC(=O)NNC(=O)c1ccc(F)cc1
-1	-3	-1.6	-2	-4	0	3	11	i	9	Cc1ccc(S(=O)(=O)NC(C(=O)OCC(=O)NC2CCS(=O)(=O)C2)C(C)C)cc1 (stereo not drawn)
0	-2	1.1	-8	-25	-2	1	18	.	-68	Cc1c(-c2ccc(F)cc2)nc(N)c(C#N)c1-c1ccco1
6	-8	1.7	-2	8	8	-1	15	i	4	CCOC(=O)C1CCN(C(=O)c2oc3ccc(S(=O)(=O)N4CCCCCC4)cc3c2C)CC1
3	16	4.4	5	-7	-22	30	-3	i	-4	O=C(OC(c1ccccc1)c1nccc2ccccc12)c1cc([N+](=O)[O-])cc([N+](=O)[O-])c1 (stereo not drawn)
2	-4	4.8	-4	4	2	1	4	i	6	COc1ccc(C2N(c3ccc(C)cc3)CCN2c2ccc(C)cc2)cc1O
3	-4	-1.5	0	2	5	1	-3	i	8	CCOc1ccc(C2CC(c3ccc(OC)c(OC)c3)n3nc(N)nc3N2)cc1 (stereo not drawn)
